NR2F2 inh = NR2F2 (human) inhibition, primary screen | P24468 | inhibition, % at 8.6 µM | actives 0.7% (n = 370,000) | HEK293T NGFI-A luciferase reporter, luminescence;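 active means inhibition above a per-plate cutoff, mean inhibition of test wells between control levels plus 3 SD, cut at about 38% in these data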;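 further: cells cotransfected with COUP-TFII expression vector driving the NGFI-A reporter; 0% = median of COUP-TF2 test wells and 100% = reporter-only cells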
Target sequence (P24468 whole entry, looked up): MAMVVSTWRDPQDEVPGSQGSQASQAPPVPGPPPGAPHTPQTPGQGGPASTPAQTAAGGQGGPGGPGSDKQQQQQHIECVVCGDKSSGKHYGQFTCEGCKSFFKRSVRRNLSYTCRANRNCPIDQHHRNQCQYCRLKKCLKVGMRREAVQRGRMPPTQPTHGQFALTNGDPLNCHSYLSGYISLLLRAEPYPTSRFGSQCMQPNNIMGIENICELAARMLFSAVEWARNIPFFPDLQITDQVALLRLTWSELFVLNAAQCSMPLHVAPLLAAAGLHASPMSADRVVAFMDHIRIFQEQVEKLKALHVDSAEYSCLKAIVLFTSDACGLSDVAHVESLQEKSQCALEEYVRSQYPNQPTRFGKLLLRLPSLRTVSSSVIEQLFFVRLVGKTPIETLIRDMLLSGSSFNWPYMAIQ
TWEAK-Fn14 inh = inhibitors of TWEAK-Fn14 interaction signaling. inhibition, % at 10 µM. TWEAK-stimulated Fn14 reporter cells, luciferase luminescence, 8 h. actives 2% (n = 360,000); in the data active means inhibition above about 50%
NCOA3 inh = inhibits human SRC3 coactivator; HEK293 GAL4-SRC3 luciferase reporter, luminescence; inhibition, % at 3.6 µM; actives 0.17% (n = 360,000); AID 588352;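 active means inhibition above a per-campaign cutoff, the mean of all compounds plus 3 SD, cut at about 60% in these data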;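 further: 0% = DMSO-treated cells and 100% = gossypol-treated cells at 36 µM; higher means less SRC3-driven luciferase light from the GAL4 reporter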
LMP1 NFkB inh = Epstein-Barr LMP1 NF-kappaB reporter inhibition | actives 0.69% (n = 350,000) | inhibition, % at 12.5 µM | LMP1-induced NF-kappaB luciferase reporter cells, luminescence; in the data active means inhibition above about 41%;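 further: 0% = neutral control wells and 100% = reference inhibitor control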
NR5A2 inv ag = suppresses constitutive activity of human LRH-1 | O00482 | HEK293T StAR-luciferase reporter, LRH-1 transfected, 24 h | inhibition, % at 3.6 µM | actives 0.13% (n = 360,000) | AID 602396;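 active means inhibition above the mean inhibition of all tested compounds plus 3 SD, cut at about 73% in these data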;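 further: 0% = DMSO wells and 100% = reporter-only cells lacking LRH-1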
Target sequence (O00482 whole entry, looked up): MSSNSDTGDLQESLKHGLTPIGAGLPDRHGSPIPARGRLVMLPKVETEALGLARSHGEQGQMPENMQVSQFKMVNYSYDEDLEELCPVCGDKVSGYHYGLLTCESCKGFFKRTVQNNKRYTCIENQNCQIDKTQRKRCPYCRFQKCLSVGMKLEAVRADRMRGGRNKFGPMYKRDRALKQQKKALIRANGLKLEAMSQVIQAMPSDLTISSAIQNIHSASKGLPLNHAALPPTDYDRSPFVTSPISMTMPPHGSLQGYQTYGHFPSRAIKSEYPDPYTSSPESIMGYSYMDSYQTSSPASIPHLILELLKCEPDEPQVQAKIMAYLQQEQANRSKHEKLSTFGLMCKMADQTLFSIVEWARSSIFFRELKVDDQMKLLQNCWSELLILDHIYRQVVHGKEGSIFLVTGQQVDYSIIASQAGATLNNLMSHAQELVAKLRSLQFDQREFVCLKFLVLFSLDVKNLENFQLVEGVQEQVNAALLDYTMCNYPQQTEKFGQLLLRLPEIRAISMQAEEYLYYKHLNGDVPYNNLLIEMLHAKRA
TRAIL sens C8 = caspase-8 TRAIL sensitization; NB7+C8 cells + TRAIL, ATPlite viability luminescence; inhibition (viability loss, TRAIL sensitization), % at 10 µM; actives 1% (n = 360,000);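 active means compounds causing at least 50% loss of cell viability in the single-dose screen, relative to plate controls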
Shn3 inh set2 = Schnurri-3 reporter inhibition in Clone20 osteoblasts | Clone20 osteoblast Shn3 3'UTR firefly luciferase, 24 h | inhibition, % at 12.5 µM | actives 0.52% (n = 360,000) | AID 588674;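 active means mean inhibition of at least 75% with every replicate also reaching 75%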;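 further: 0% = median of neutral control wells and 100% = pilot-screen positive control compound; some compounds past the cut are filed as inactive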
KKLEB cytotox = CF airway cell cytotoxicity counter-screen; KKLEB CF airway cells viability, ATPlite luminescence, overnight; active compounds read low; cells stimulated with P. aeruginosa culture filtrate; activity change (cytotoxicity), % at 5 µM; actives 0.36% (n = 360,000); AID 602141;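 active means corrected activity change at or below -50% at 5 µM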
NCOA1 inh = human NCOA1 inhibition; Q15788; actives 0.12% (n = 360,000); AID 588354; HEK293 GAL4-SRC1 luciferase reporter, luminescence; inhibition, % at 3.6 µM;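 active means inhibition above the campaign mean plus 3 SD, with each screening campaign given its own cutoff, cut at about 60% in these data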;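 further: 0% = DMSO treated cells and 100% = gossypol at 36 µM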
TROY NFkB inh = TROY signaling inhibition | Q293 LMP1-TROYcd NF-kB luciferase reporter, 4 h | inhibition, % at 10 µM | actives 0.98% (n = 360,000);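 active means compounds whose plate-normalised and pattern-corrected inhibition of the luciferase reporter signal at the single screening dose is 50% or more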
CF NFkB block = inhibitors of cystic fibrosis induced NF-kB. KKLEB NF-kB-GFP reporter, PAF-induced, GFP fluorescence overnight. inhibition, % at 5 µM. actives 0.86% (n = 360,000). AID 588850;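 active means at least 50% inhibition at 5 µM, scaled per plate between neutral and stimulator controls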;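 further: PAF is a Pseudomonas aeruginosa culture filtrate used as stimulus; plate controls were PAF-stimulated DMSO wells for no effect and unstimulated DMSO wells for full effect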
* hit, by the source's call; · = no result given. These rows are one share of the data; count on the stated rates, not on these rows.

SMILES	NR2F2 inh	TWEAK-Fn14 inh	NCOA3 inh	LMP1 NFkB inh	NR5A2 inv ag	TRAIL sens C8	Shn3 inh set2	KKLEB cytotox	NCOA1 inh	TROY NFkB inh	CF NFkB block
COc1cc2c(cc1OC)C(C)N(C(=O)c1ccc(Cl)c(S(=O)(=O)N3CCCCC3)c1)CC2 (stereo not given)	19	31	5	7	-4	14	33	-6	12	5	2
CC(=O)c1ccc(C(=O)N2CCc3c([nH]c4ccccc34)C2c2ccccn2)s1 (stereo not given)	21	1	9	-5	20	-5	7	0	10	-29	0
O=C(CCS(=O)(=O)c1ccc(Br)cc1)Nc1cc(F)ccc1F	-20	1	19	-16	4	0	2	24	-46	18	2
CCC(C)NC(=O)C1CCN(S(=O)(=O)c2ccc(Br)s2)CC1 (stereo not given)	1	14	12	-2	14	-3	17	-1	-1	-6	-11
CCNc1nc(NC(C)C)nc(Oc2ccc(OCc3ccccc3)nn2)n1	-36	9	-5	9	-13	-5	-2	-2	-3	5	-15
Cc1ccc(NC(=O)Nc2cccs2)cc1	-56	-1	-57	-21	-121	28	-5	-6	-104	8	-9
O=C(Nc1ccc(N2CCOCC2)c(Cl)c1)c1ccc(F)cc1	-44	-39	-32	-6	-36	11	-96	8	-60	-36	-40
NC(=O)CSc1nnc(-c2cc(-c3cccs3)nc3ccccc23)o1	-2	5	18	-5	12	2	-10	7	-3	-19	-66
Cc1cccc(N2CCN(C(=O)Cn3cccc3C(=O)c3ccccc3)CC2)c1C	10	-9	1	-11	14	1	17	-23	-3	7	-1
CCOP1(=O)C=C(C(C)(C)C)OC1c1ccc(F)cc1 (stereo not given)	0	1	15	1	10	-8	4	-1	-6	-13	9
CC[C@@H](C)C(NC(=O)OC(C)(C)C)c1cn([C@@H](CCC(=O)OC(C)(C)C)C(=O)N2CCN(C(=O)OC(C)(C)C)CC2)nn1 (stereo not given in full)	8	11	-3	-11	17	4	4	9	-12	11	1
CC(=O)c1cc(F)c(N2CCN(CCC#N)CC2)cc1C	0	21	6	2	15	0	3	-4	5	12	-4
O=C(NCCc1ccc(Cl)cc1)c1cc(S(=O)(=O)N2CCCC2)ccc1F	20	0	6	-10	15	-5	-5	-1	11	-7	-3
CCSc1nccc(-c2nn(-c3ccc(C)cc3)ccc2=O)n1	-1	9	10	10	26	3	8	-5	1	-20	5
Fc1ccc2nc(-c3ccccc3)nc(SCc3nnc(-c4ccccc4)o3)c2c1	-3	1	-8	-3	-2	-3	-43	-14	-1	-10	-33
COc1cccc(NC(=O)C2CCC(CNS(=O)(=O)c3cccc4cccnc34)CC2)c1 (stereo not given)	0	-1	-8	7	8	-4	13	-9	8	-13	7
O=C(NCCc1ccccn1)c1c(-c2ccsc2)sc2ccccc12	-2	22	-4	-14	17	10	14	1	14	-4	-40
O=C(Cc1ccccc1[N+](=O)[O-])NNC(=O)c1ccncc1	4	7	-36	2	1	-9	3	7	-13	4	7
CCNC(=O)COC(=O)CCNC(=O)c1ccc(Cl)cc1	4	18	4	-3	2	-9	-12	2	-16	11	4
COc1ccc(S(=O)(=O)N(C)C[C@H]2Oc3c(NC(=O)NC4CCCCC4)cccc3C(=O)N([C@H](C)CO)C[C@@H]2C)cc1	10	11	-5	5	-3	5	-1	-1	-4	15	-13
COCCNC(=O)C(c1ccc(C)o1)N(C(=O)Cn1nnc2ccccc21)c1ccccc1 (stereo not given)	2	4	-17	4	7	0	-18	-4	1	-12	12
Nc1ccc(N(c2ccccc2)c2ccc(N)cc2)cc1	12	5	-7	-3	-8	45	17	-19	9	-10	87*
O=C(O)CCNc1cc2ccccc2cc1C(=O)O	12	1	5	2	3	4	-1	0	-6	-6	-6
CC1(C)C(N(O)C(=O)Nc2ccccc2)N(c2cccc(Cl)c2)C(=O)N1O (stereo not given)	10	20	19	-4	-5	-2	8	12	-7	8	-10
COc1ccccc1NC(=O)CSc1nc(N)cc(N)n1	5	17	8	0	-12	-12	1	-12	14	-3	10
CC(C)(C)CC(=O)NCc1cccs1	14	14	12	7	5	-5	-4	6	1	2	-8
O=C(Nc1ccccc1C(=O)NC1CCCCC1)c1ccccc1	-8	15	-28	-21	-7	11	-19	8	-33	20	-14
Cc1nc(N2CCN(S(=O)(=O)c3ccc(Br)cc3)CC2)c2c(C)c(C)sc2n1	13	-16	1	5	-11	-2	17	1	-2	-3	-10
CC(C)N(Cc1ccccc1)C(=O)CN1c2cccc3cccc(c23)S1(=O)=O	12	8	-9	2	-17	1	22	0	1	-4	11
Cc1ccc(-n2nc(C)c(C3(O)C(=O)N(C)c4ccccc43)c2N)cc1 (stereo not given)	10	-2	0	3	18	1	9	1	-3	-27	9
Cc1onc(-c2c(Cl)cccc2Cl)c1C(=O)NCCc1ccc(S(N)(=O)=O)cc1	-4	15	7	-6	2	4	7	-35	0	7	5
CNC(=S)Nc1ccc(-c2nc3ccc(C)cc3s2)cc1	-51	49	-104	-10	-120	47	-12	0	-147	13	-75
CC(=O)Nc1ccc(S(=O)(=O)NCCC(=O)Nc2cccc(Cl)c2)cc1	-7	2	2	-1	-6	1	5	0	-3	-6	-12
C=CCn1c(C2CCCCC2)n[nH]c1=S	12	-13	-14	0	-7	-2	-14	-4	-6	13	-5
Cc1nnc(NC(=O)CSc2nc(N)c(NC(=O)c3cccs3)c(=O)[nH]2)s1	5	-12	16	0	-5	-9	9	6	3	-1	6
O=C(O)c1ccc(NS(=O)(=O)c2cccc3cccnc23)cc1	4	4	8	24	-40	-8	-22	2	-8	-16	6

Rewritten with bars between the fields: entries from further up
molecule | NR2F2 inh | TWEAK-Fn14 inh | NCOA3 inh | LMP1 NFkB inh | NR5A2 inv ag | TRAIL sens C8 | Shn3 inh set2 | KKLEB cytotox | NCOA1 inh | TROY NFkB inh | CF NFkB block
O=C(O)CCNc1cc2ccccc2cc1C(=O)O | 12 | 1 | 5 | 2 | 3 | 4 | -1 | 0 | -6 | -6 | -6
CC1(C)C(N(O)C(=O)Nc2ccccc2)N(c2cccc(Cl)c2)C(=O)N1O (stereo not given) | 10 | 20 | 19 | -4 | -5 | -2 | 8 | 12 | -7 | 8 | -10
COc1ccccc1NC(=O)CSc1nc(N)cc(N)n1 | 5 | 17 | 8 | 0 | -12 | -12 | 1 | -12 | 14 | -3 | 10
CC(C)(C)CC(=O)NCc1cccs1 | 14 | 14 | 12 | 7 | 5 | -5 | -4 | 6 | 1 | 2 | -8
O=C(Nc1ccccc1C(=O)NC1CCCCC1)c1ccccc1 | -8 | 15 | -28 | -21 | -7 | 11 | -19 | 8 | -33 | 20 | -14
Cc1nc(N2CCN(S(=O)(=O)c3ccc(Br)cc3)CC2)c2c(C)c(C)sc2n1 | 13 | -16 | 1 | 5 | -11 | -2 | 17 | 1 | -2 | -3 | -10
CC(C)N(Cc1ccccc1)C(=O)CN1c2cccc3cccc(c23)S1(=O)=O | 12 | 8 | -9 | 2 | -17 | 1 | 22 | 0 | 1 | -4 | 11
Cc1ccc(-n2nc(C)c(C3(O)C(=O)N(C)c4ccccc43)c2N)cc1 (stereo not given) | 10 | -2 | 0 | 3 | 18 | 1 | 9 | 1 | -3 | -27 | 9
Cc1onc(-c2c(Cl)cccc2Cl)c1C(=O)NCCc1ccc(S(N)(=O)=O)cc1 | -4 | 15 | 7 | -6 | 2 | 4 | 7 | -35 | 0 | 7 | 5
CNC(=S)Nc1ccc(-c2nc3ccc(C)cc3s2)cc1 | -51 | 49 | -104 | -10 | -120 | 47 | -12 | 0 | -147 | 13 | -75
CC(=O)Nc1ccc(S(=O)(=O)NCCC(=O)Nc2cccc(Cl)c2)cc1 | -7 | 2 | 2 | -1 | -6 | 1 | 5 | 0 | -3 | -6 | -12

(list continues)
SMILES	NR2F2 inh	TWEAK-Fn14 inh	NCOA3 inh	LMP1 NFkB inh	NR5A2 inv ag	TRAIL sens C8	Shn3 inh set2	KKLEB cytotox	NCOA1 inh	TROY NFkB inh	CF NFkB block
COC(=O)c1cc2c(cc1[N+](=O)[O-])OCO2	4	3	9	-8	10	2	-8	4	7	9	3
CCCN(CCC)C(=O)Cc1coc2ccc3ccccc3c12	4	8	11	4	3	2	-1	-6	0	12	7
COC(=O)c1ccc(CNC(=O)COC(=O)c2ccc(N(C)C)cc2)cc1	-11	6	3	0	-16	12	5	-12	4	14	19
COc1ccccc1CCC(=O)Nc1ccc2c(c1)CN(Cc1ccc(CO)o1)CC2	12	15	6	1	-9	2	11	9	7	-22	-9
Cc1ccc(NC(=O)C(Cc2ccccc2)NC(=O)OCc2ccccc2)cc1C (stereo not given)	9	14	13	-10	29	0	9	-4	-8	18	14
Cc1ccc(S(=O)(=O)NNC2=NS(=O)(=O)c3ccccc32)c(C)c1	19	14	10	6	7	-2	-6	4	26	19	-2
CC(C)(Oc1ccc(Cl)cc1)C(=O)Nc1ccc2oc(-c3ccncc3)nc2c1	-6	26	17	6	-8	12	22	1	-6	36	-4
O=C(NCCN1CCOCC1)c1ccc(S(=O)(=O)Nc2ccccc2)cc1	2	10	-1	10	7	-4	2	-22	-1	-3	6
O=S(=O)(Nn1cnnc1)c1ccc2ccccc2c1	11	6	1	19	-2	0	-5	7	-8	-3	-6
CCCCn1nnnc1C(c1cc2ccccc2o1)N1CCN(c2c(C)cccc2C)CC1 (stereo not given)	-11	18	·	·	-7	24	·	·	·	-9	·
Cc1ccc(C2=NN(S(C)(=O)=O)C(c3cccs3)C2)cc1 (stereo not given)	-36	-26	-98	-51	-124	-32	-80	4	-94	-55	-6
O=C(CNC(=O)C1CCCCC1)NNC(=O)c1ccccc1Br	-9	12	3	1	-5	-10	-3	-27	2	-1	8
CC(=O)Nc1ccc(NC(=O)C2CCCN(c3nnc(-n4cccc4)s3)C2)cc1 (stereo not given)	-12	-18	3	9	-27	-2	17	-4	-4	-18	9
CCn1c(SC(C)C(=O)OC)nnc1-c1c[nH]c2ccccc12 (stereo not given)	19	-1	-24	75*	-2	-1	-5	8	-21	-2	-6
O=C(O)CC1S/C(=N\N=C/c2ccccc2)N(c2ccc(O)cc2)C1=O (stereo not given)	-8	4	14	-3	6	0	7	0	6	-19	1
CCOC(=O)c1cnn(-c2ncnc3c2cnn3C)c1N	0	-28	0	-29	-30	9	-99	16	-8	-48	-34
CN(C(=O)CCc1nc2ccccc2c(=O)[nH]1)C1CCS(=O)(=O)C1 (stereo not given)	-8	0	4	3	17	2	13	8	6	-1	-6

High-throughput results: PubChem BioAssay, several laboratories
